# Assay outcomes from PubChem BioAssay.
# Mito fusion act: mitochondrial division inhibition or fusion activation; S. cerevisiae fusion-defective mutant growth rescue, CellTiterGlo 48 h; Potency, µM (doses to about 46.1 µM), without a hit: at the highest dose growth rescue (activation), actives largely listed as activators; actives 0.23% (n = 320,000);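 note: potency is the fitted concentration of half-maximal effect; % of control where 0% means no effect; nearly all actives have a fitted effect of over 45% in size; temperature-sensitive fusion mutants such as fzo1-1 at 37 °C on non-fermentable ethanol glycerol medium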
#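 Temperature-sensitive fusion-defective S. cerevisiae (e.g. fzo1-1, mgm1-5) were grown with compound in YPEG medium (3% ethanol, 3% glycerol) for 48 hours at 37C. Growth rescue was measured as viability by CellTiterGlo luminescence after 10 minutes at ambient.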
# Eya2 phos inh: Eya2 (human) phosphatase inhibition; AID 488837; actives 0.006% (n = 330,000); recombinant Eya2, OMFP fluorescence dephosphorylation (OMFP is methylfluorescein phosphate); Potency, µM (highest dose often 76.9 µM), for inactives: at the top dose activity, negative = inhibition, actives largely listed as inhibitors; note: potency is the fitted concentration of half-maximal effect; % is set by controls: 0 for no effect and ±100 for the full control effect
#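 Eya2 protein (added as 0.2 uM solution) was preincubated with compound for 10 min at ambient temperature in 50 mM HEPES pH 7.5, 50 mM NaCl, 5 uM MgCl2, 0.05% BSA, 1 mM DTT. OMFP (added at 50 uM) then reacted 10 min; fluorescence read at 485/525 nm.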
# TSHR antag: antagonists of human thyroid stimulating hormone receptor; TSHR-expressing cells, TSH-stimulated cAMP HTRF, 2 h; active compounds read low; activity change, negative = inhibition, % at 11.5 µM; actives 0.2% (n = 330,000); AID 504810;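 active = activity change below a set negative limit, meaning inhibition stronger than a set level, cut at about -70% in these data; inconclusive = activity change between two set negative limits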; note: % is set by controls: 0 for no effect and ±100 for the full control effect
#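 TSHR-expressing cells, 200/well, pre-treated with compound, then stimulated with EC80 TSH (4nM final) for 2 hours at 37 deg C. cAMP measured by competitive HTRF: anti-cAMP cryptate antibody in lysis buffer plus cAMP-d2, read after 30 minutes at room temperature.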
# TCR activator: activates T cell receptor signaling; primary human leukocytes, anti-CD3, IL-2 HTRF, 48 h; Potency, µM (doses to about 9.22 µM), inactives show at the top dose activation of IL-2 secretion, actives largely listed as activators; 330,000 tested, under 10 active; AID 504894; note: % of control where 0% means no effect
#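 Activity was scored as IL-2 release from primary human leukocytes given only a TCR signal (a-CD3 beads) plus compound for 48 hr. Detection used a two-antibody HTRF format read at 665nm.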
# USP2a block: blocks human ubiquitin-specific protease USP2a; O75604; USP2 core, Ub-CHOP2 coupled fluorogenic reporter, 485/531; Potency, µM (series often up to 38.3 µM), inactives show top-dose activity change, negative = inhibition, usual class: inhibitors; actives 0.01% (n = 330,000); AID 463254;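 note: potency is the fitted concentration of half-maximal effect; plate controls were DMSO wells for no effect and full inhibition by NEM control for full effect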
#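 Deubiquitinase activity read as fluorescence (485/531 nm) after Ub-CHOP2 cleavage activates the enterokinase reporter on its substrate; USP2 core 10nM, Ub-CHOP2 and substrate 25nM each, 30min compound preincubation then 60min RT; data normalized to NEM, curves fitted.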
# A-T KAP1 phos: potential ataxia-telangiectasia treatments restoring KAP-1 phosphorylation | […] A-T fibroblasts, KAP-1 phosphorylation AlphaLISA; neocarzinostatin DNA damage 30 min before lysis | Potency, µM (doses to about 57.5 µM), for inactives: at the top dose activation, actives largely listed as activators | actives 0.19% (n = 320,000) | AID 485349; note: potency is the fitted concentration of half-maximal effect; % of control where 0% means no effect; nearly all actives have a fitted effect of over 45% in size
#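 hTERT-immortalized A-T patient fibroblasts ([…]), 500 cells/well in OPTI-MEM, 1% FBS, got compounds for 60 min, then NCS for 30 min at 37C. Lysates were then assayed for phospho-KAP-1 by AlphaLISA (anti-pKAP1 donor, anti-KAP1 acceptor beads), 6 hr at 25C.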
# hERG WT inh: KCNH2 (human, wildtype) channel inhibition; Q12809; U2OS, BacMam KCNH2, thallium flux FluxOr; active compounds read low; activity change, % at 1.84 µM; actives 0.37% (n = 340,000);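 active = maximum activity change below -70%; inconclusive = maximum activity change between -70% and -50%; inactive = maximum activity change above -50%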; note: % is set by controls: 0 for no effect and ±100 for the full control effect
#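 U2OS cells transduced with wild-type KCNH2 virus are loaded with FluxOr dye for 45 min, and thallium flux is measured in kinetic reads before and after stimulation buffer. Rate constants are normalized to DMSO controls.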
# KCNH2 3.1 inh: inhibitors of human KCNH2 3.1 potassium channel isoform. U2OS KCNH2 3.1, thallium flux FluxOr; active compounds read low. actives 0.95% (n = 340,000). activity change, % (tested at about 1.8 µM). AID 720553;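 active = maximum activity change below -70%; inconclusive = maximum activity change from -70% to -50%; inactive = maximum activity change above -50%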;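 note: thallium influx rate constant from kinetic fluorescence after stimulation buffer; % is set by controls: 0 for no effect and ±100 for the full control effect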
#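 Kinetic fluorescence (2 min after stimulation buffer) measures Tl+ influx through KCNH2 3.1 expressed by viral transduction in U2OS cells; the rate constant is normalized against DMSO controls serving as positive and negative references.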
# ELG1 DNA repair: blocks ELG1-dependent DNA repair in HEK293T cells; HEK293T ELG1-luciferase reporter, luminescence, 16 h; DNA damage induced by 5-fluorouridine; Potency, µM (top dose mostly 46.1 µM), without a hit: at the highest dose activity change, negative = inhibition, hits mostly inhibitors; actives 2.3% (n = 330,000); note: potency is the fitted concentration of half-maximal effect; % is set by controls: 0 for no effect and ±100 for the full control effect; nearly all actives have a fitted effect of over 55% in size
#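 In this reporter screen, reduction of luminescence relative to DMSO vehicle indicated activity. Compounds and 5-fluorouridine were added together to 2,000 cells per well, incubated for 16 hr at 37 °C, then developed with ONE-Glo.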
# TRPV1 ag: activates the human vanilloid receptor TRPV1; Q8NER1; actives 0.19% (n = 320,000); activation, % at 8.33 µM; TRPV1-expressing cells, Fluo-8 calcium influx, agonist mode; in the data active = activation above about 80%; inconclusive = between about 30% and that limit; note: 0% is about no effect
# Target sequence (Q8NER1 whole entry, looked up): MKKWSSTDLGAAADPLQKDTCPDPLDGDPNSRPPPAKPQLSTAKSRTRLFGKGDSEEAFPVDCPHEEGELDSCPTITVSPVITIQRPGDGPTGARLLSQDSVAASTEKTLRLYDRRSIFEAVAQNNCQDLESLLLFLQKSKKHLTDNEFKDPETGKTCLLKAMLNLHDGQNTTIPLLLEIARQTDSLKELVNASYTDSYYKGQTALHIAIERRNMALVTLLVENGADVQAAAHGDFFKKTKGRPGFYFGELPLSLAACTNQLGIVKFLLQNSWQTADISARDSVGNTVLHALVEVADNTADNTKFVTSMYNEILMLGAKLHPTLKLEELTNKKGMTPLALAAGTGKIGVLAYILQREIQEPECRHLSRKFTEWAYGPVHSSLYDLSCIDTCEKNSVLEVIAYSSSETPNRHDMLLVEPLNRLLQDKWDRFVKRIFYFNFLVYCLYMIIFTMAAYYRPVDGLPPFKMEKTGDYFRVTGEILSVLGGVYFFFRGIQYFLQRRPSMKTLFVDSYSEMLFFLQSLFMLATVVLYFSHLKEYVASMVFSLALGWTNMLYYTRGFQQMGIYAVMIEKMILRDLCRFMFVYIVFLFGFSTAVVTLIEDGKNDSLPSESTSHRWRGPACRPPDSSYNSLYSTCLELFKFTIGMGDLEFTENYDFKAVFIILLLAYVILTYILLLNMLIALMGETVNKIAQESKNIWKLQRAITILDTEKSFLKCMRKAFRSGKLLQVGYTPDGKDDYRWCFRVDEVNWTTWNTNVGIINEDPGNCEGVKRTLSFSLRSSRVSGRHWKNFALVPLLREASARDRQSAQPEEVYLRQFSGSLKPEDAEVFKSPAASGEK
#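 TRPV1-expressing cells were cultured overnight at 35.5C and loaded with Fluo-8 calcium dye for 40 to 90 min at room temperature. After a 10 s baseline, compound was added and calcium influx was read kinetically for 3 min (ex 480/em 520 nm).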
# An asterisk follows results filed as active; ? = inconclusive; · = no result given; [ ] = dose if it differs, or a comment. Unless noted, calls come from the whole dose curve; as a rule, active = well fitted curve in the direction sought with a large enough effect; inconclusive = small, poorly fitted or top-dose-only effect, or another doubt; inactive = no such curve, though single readings can be large; an effect the other way counts as inactive or inconclusive. Not all compounds are listed (hit frequency here may not be typical).
SMILES,Mito fusion act,Eya2 phos inh,TSHR antag,TCR activator,USP2a block,A-T KAP1 phos,hERG WT inh,KCNH2 3.1 inh,ELG1 DNA repair,TRPV1 ag
CCCCc1nnc(SCC(=O)Nc2nccs2)n1CC,3%,10%,5,-8%,-1%,-3%,-2,-4,-4%,4
Cc1ccc(S(=O)(=O)N2CCCOC2CNC(=O)C(=O)NCc2ccncc2)cc1 (stereo not drawn),-7%,7%,1,3%[46.1 µM],-1%,-10%,0,0,1%,-4
O=C(CSc1ncn[nH]1)NCCc1ccc(Cl)cc1,-3%,3%,-7,-5%,2%,-4%,-1,8,8%,5
CCn1nc(C)c(Br)c1C(=O)Sc1ccccc1Cl,2%,-3%,-9,-1%,-1%,-6%,-4,4,15%,-1
CCN(CC)CC(=O)Nc1sc(C)cc1C(=O)c1ccc(C)cc1,-8%,-2%,-10,-3%,6%,1%,4,29,-18%,28
CCCCOc1ccc(C(=O)N2CCC(C)CC2)cc1,8%,-4%,-6,5%,0%,-1%,-4,9,29%,?
CCCCNC(=O)CSc1nnc(-c2cccc(S(=O)(=O)N3CCOCC3)c2)o1,-3%,13%,-14,9%,0%,2%,2,-6,2%,1
CN1CCN(NC(=O)c2cccc(Br)c2)CC1,1%,1%,1,-2%[46.1 µM],6%,-6%,-1,17,-1%,1
CCN(CC(=O)Nc1ccc(OC)cc1)C(=O)c1cc(S(=O)(=O)N(C)C)ccc1N1CCCC1,13%,2%,37,2%,2%,-2%,-1,14,-2%,-3
CCCc1cc(=O)[nH]c(SCC(=O)NCc2ccc3c(c2)OCO3)n1,1%,2%,-3,-4%,1%,3%,0,9,-16%,-2
CC(C)Cn1c(=O)c(CCC(=O)Nc2ccc(N3CCOCC3)cc2)nc2cc(Cl)ccc21,1%,6%,12,3%,-1%,1%,10,-3,-17%,28
COc1ncnc2c1N[C@@](C)(O)c1c(F)c(F)c(F)c(F)c1S2,-3%,14%,20,-1%,-1%,-6%,2,-7,5%,0
COc1cc(OC)cc(-c2nnc(SCc3cccc(C(=O)O)c3)o2)c1,6%,25%,4,·,-2%,0%,10,0,-1%,-1
COc1ccc(/C=N/n2c(-c3n[nH]c4c3CCC4)n[nH]c2=S)cc1,-1%,12%,-9,-4%,-1%,3%,-1,0,-18%,0
CCN(CC)S(=O)(=O)c1cccc(C(=O)N[C@H](C(=O)OCC(=O)Nc2ccccc2)C(C)C)c1,-1%,-21%,-8,-5%,2%,1%,-16,15,-7%,2
CCOc1ccccc1OCCCC(=O)Nc1nc2ccccc2[nH]1,-1%,2%,15,1%,-1%,1%,-1,-7,?,1
CC(C)Sc1nnc(Cn2c(=O)sc3ccccc32)n1-c1ccccc1,3%,-15%,-3,-2%[46.1 µM],2%,4%,-8,1,-6%,0
CSc1ncccc1C(=O)OCC(=O)c1ccc(S(=O)(=O)N2CCCCC2)cc1,-3%,15%,12,-2%,3%,0%,-6,5,-5%,2
CC(C)n1cnc2cc(NCc3ccco3)ccc21,-2%,10%,13,·,3%,-5%,15,-2,?,1
O=C(Nc1ccc(S(=O)(=O)Nc2nccs2)cc1)c1cc(-c2ccccc2Cl)nc2ccccc12,-2%,21%,-9,0%,-19%,-2%,-5,-6,-5%,0
Cc1ccc(CNC(=O)c2cc(COc3c(F)cccc3F)on2)s1,6%,-14%,-38,-3%,0%,0%[11.5 µM],2,-2,16%,19
N/C(=N\OC(=O)CCc1ccccc1)c1ccccc1Cl,3%,-20%,-8,3%,6%,7%,-11,0,?,2
O=c1[nH]c(=S)[nH]c2nc(-c3cccs3)cc(C(F)(F)F)c12,18%,6%,-9,-2%,4%,5%,-14,7,-4%,3
O=C1NC(c2ccccc2)=C(c2nc3ccccc3s2)C(c2ccc(O)cc2)N1 (stereo not drawn),6%,21%,8,·,-14%,-18%,-4,-11,-8%,0
CSc1cccc(CNC(=O)C2CCC(=O)N(CCCN3CCCC3=O)C2)c1 (stereo not drawn),-2%,-1%,1,4%,0%,26%,1,·,8%,3

# A few values from above:
# Value of `O=C1NC(c2ccccc2)=C(c2nc3ccccc3s2)C(c2ccc(O)cc2)N1` (stereo not drawn) in USP2a block: -14%
# Value of `CCCc1cc(=O)[nH]c(SCC(=O)NCc2ccc3c(c2)OCO3)n1` in hERG WT inh: 0

# Next part:
SMILES,Mito fusion act,Eya2 phos inh,TSHR antag,TCR activator,USP2a block,A-T KAP1 phos,hERG WT inh,KCNH2 3.1 inh,ELG1 DNA repair,TRPV1 ag
CCOC(=O)C1=C(N)n2c(s/c(=C\c3cccnc3)c2=O)=C(C(=O)OCC)C1c1cccnc1 (stereo not drawn),-3%,27%,1,·,7%,0%,·,·,-20%,-2
O=C(N/N=C/C=C/c1ccccc1)c1cc(C2CC2)[nH]n1,4%,?,3,4%,-2%,9%,1,-8,10%,-1
CCN(CC)c1ccc(NC(=O)c2ccc(=O)[nH]c2)cc1S(=O)(=O)Nc1ccccc1OC,-1%,-2%,-2,2%,0%,-4%,-13,-1,-8%,25
O=C(COc1ccc2c3c(c(=O)oc2c1)CCC3)Nc1ccccn1,-3%,6%,1,2%,0%,8%,-8,-21,?,0
O=C(Cc1ccccc1)NCC(=O)OC(c1ccccc1)c1ccccc1,-5%,-1%,-3,-5%,11%,5%,-5,-3,2%,?
CCN1C=C(Cc2ccccc2C)C2=C(C1)C(c1ccccc1C)C(C#N)=C(N)O2 (stereo not drawn),13%,16%,10,2%,-2%,-1%,9,-11,?,0
CC(=O)N1CCN(c2ccc(NC(=O)c3ccc(N4CCCC4)c([N+](=O)[O-])c3)cc2Cl)CC1,9%,11%,-8,8%,1%,-4%,3,-8,?,3
CC(C)(C)C(=O)Nc1nnc(SCC(=O)Nc2nccs2)s1,3%,5%,5,-4%,1%,-1%,0,1,7%,-7
O=C(c1cc2cc([N+](=O)[O-])ccc2s1)N1CCCCC1,-3%,15%,-1,5%,3%,-3%,-9,-20,?,25
Cc1ccc(S(=O)(=O)N2CCN(CCOc3c(Cl)cccc3Cl)CC2)cc1C,?,-8%,-10,-1%,-7%,-6%,6,4,-1%,3
CCOc1cc(/C=C/C(=O)OCC(=O)NC2CCS(=O)(=O)C2)ccc1OCc1ccccc1 (stereo not drawn),-2%,-4%,-8,2%,-1%,7%,-11,-4,25%,1
Cc1cccc(C(=O)N[C@@H](C)C(=O)N2CCN(c3ncccn3)CC2)c1,1%,-14%,-7,4%,3%,3%,-7,-15,3%,-2
CCOC(=O)c1cnc(-n2nc(C)cc2C)nc1N(CC)CC,-6%,-4%,-9,-2%,2%,-3%,9,12,?,7
C=CCc1ccc(OCCCCN2CCC(C)CC2)c(OC)c1,7%,-7%,11,4%[46.1 µM],4%,-2%,-16,5,8%,-6
COCC(=O)n1nc(-c2ccccc2)nc1NCc1ccc(N(C)C)cc1,-1%,4%,-9,6%,2%,-4%,-23,-10,?,-5
COc1ccc(S(=O)(=O)N(Cc2ccccc2)Cc2nc3ccccc3c(=O)[nH]2)cc1,1%,-2%,-4,3%,1%,0%,-4,-4,?,4
Cc1onc(-c2c(Cl)cccc2Cl)c1COC(=O)c1ccc([N+](=O)[O-])cc1,-11%,-11%,-26,-5%,3%,6%,-2,9,-19%,10
COCCCn1c(=S)[nH]c2c(sc3ccccc32)c1=O,-11%,4%,0,-13%,-3%,-3%,-6,3,25%,11
Cc1ccsc1C1C2=C(CCCC2=O)Nc2ncnn21 (stereo not drawn),-3%,-4%,2,-5%,0%,·,8,11,4%,-1
COc1ccc(NS(=O)(=O)c2cccc(C(=O)OCC(=O)c3c(N)n(C)c(=O)n(C)c3=O)c2)cc1,·,4%,-5,-3%,1%,7%,25,-15,?,·
N#Cc1c(Cl)nc2c(c1C#N)CCCC2,-1%,-1%,-1,0%,0%,18%,-1,-9,0%,-2
COc1ccc(CN2CCn3ncc(C(=O)Nc4cc(C)cc(C)c4)c3C2=O)cc1,-1%,5%,-9,0%,3%,6%,12,-7,-13%,28
CCN(CC)CCNC(=O)c1cc2c(-c3ccc(Cl)cc3)nn(C)c2s1,2%,-2%,3,-7%,-2%,2%,17,15,?,6
CC(C)C1=NN(C(=O)c2cccnc2)C(O)(C(F)(F)F)C1 (stereo not drawn),0%,4%,16,-4%,2%,-4%,-5,9,-5%,·
O=C(NCCc1ccccn1)c1ccc(COc2ccccc2)o1,-4%,5%,-5,3%,-3%,0%,13,5,?,3
O=[N+]([O-])c1cc(NCCO)c(N2CCCCCC2)c2nonc12,5%,0%,-13,1%,4%,-14%,7,4,-13%,0
COc1cccc(N2CCN(C(=O)C3CCCN(S(=O)(=O)c4cnc[nH]4)C3)CC2)c1 (stereo not drawn),5%,8%,2,0%,4%,-47%[inhibitor],-3,16,-5%,·
